Screening results (PubChem BioAssay)
Anthrax LF inh2 – blocks Bacillus anthracis lethal factor protease; P15917; multiplex microsphere protease cleavage assay, LF; inhibition, % at 10 µM; 0.12% of 360,000 active; further: plate controls were buffer without enzyme for full effect and enzyme alone for no effect
GDH-TPI counter – inhibits GDH-TPI coupling enzymes, artifact for Mtb FBA screen. GDH-TPI coupled enzyme counterscreen, NADH absorbance. inhibition, % at 4.8 µM. 1.2% of 360,000 active. AID 588335; in the data active means inhibition above about 30%;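 further: 0% = DMSO wells and 100% = wells lacking the enzyme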
BoNT A protease – inhibitors of Botulinum neurotoxin A light chain protease | multiplex microsphere protease substrate cleavage, flow cytometry | inhibition, % at 10 µM | 0.17% of 360,000 active | AID 588499; further: plate controls were buffer without enzyme for full effect and enzyme alone for no effect
Mtb BioA inh – inhibitors of Mycobacterium tuberculosis BioA enzyme; purified M. tuberculosis BioA enzyme, plate reader; AID 602481; inhibition, % at 9.99 µM; 0.096% of 360,000 active; in the data active means inhibition above about 40%; inconclusive means no clear call, values can overlap the other calls
PfHsp40 rescue – rescue of PfHsp40-mediated yeast toxicity. growth rescue, % at 12.5 µM. S. cerevisiae expressing PfHsp40, growth rescue, ATP luminescence. AID 504582. 0.68% of 340,000 active; in the data active means growth rescue above about 28%, passing the limit was not always enough; inconclusive means no clear call, values can overlap the other calls;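 further: yeast W303a lacking pdr1 and pdr3 grown in galactose medium; growth measured after three days at 30 °C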
UGM FP inh – Mtb UDP-galactopyranose mutase inhibition; P9WIQ1; AID 504406; inhibition, % at 10 µM; 0.06% of 320,000 active; purified UGM, fluorescence polarization probe displacement; in the data active means inhibition above about 10%, passing the limit was not always enough; inconclusive means no clear call, values can overlap the other calls
Target sequence (P9WIQ1 whole entry, looked up): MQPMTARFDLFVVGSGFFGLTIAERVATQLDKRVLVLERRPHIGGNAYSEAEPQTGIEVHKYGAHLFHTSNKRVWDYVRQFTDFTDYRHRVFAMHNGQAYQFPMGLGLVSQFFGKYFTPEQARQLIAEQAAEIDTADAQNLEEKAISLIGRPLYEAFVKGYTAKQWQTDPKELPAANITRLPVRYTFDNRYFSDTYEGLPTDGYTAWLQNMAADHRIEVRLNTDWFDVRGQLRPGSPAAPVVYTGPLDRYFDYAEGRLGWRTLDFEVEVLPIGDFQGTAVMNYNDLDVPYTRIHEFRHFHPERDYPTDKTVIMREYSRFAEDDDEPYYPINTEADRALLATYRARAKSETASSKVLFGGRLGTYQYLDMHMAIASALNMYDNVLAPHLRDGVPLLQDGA
BoNT F protease – BoNT F light chain protease inhibition. Multiplex microsphere protease cleavage assay, flow cytometry. inhibition, % at 10 µM. 0.22% of 360,000 active. AID 588497; in the data active means inhibition above about 35%, passing the limit was not always enough; inconclusive means no clear call, values can overlap the other calls; further: plate controls were buffer without enzyme for full effect and enzyme alone for no effect
FBA Mtb inh – inhibitors of M. tuberculosis fructose-bisphosphate aldolase | P9WQA3 | purified M. tuberculosis FBA, fluorescence read-out | inhibition, % at 1 µM | 2.3% of 360,000 active; in the data active means inhibition above about 27%;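 further: 0% = vehicle and 100% = reference inhibitor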
Target sequence (P9WQA3 whole entry, looked up): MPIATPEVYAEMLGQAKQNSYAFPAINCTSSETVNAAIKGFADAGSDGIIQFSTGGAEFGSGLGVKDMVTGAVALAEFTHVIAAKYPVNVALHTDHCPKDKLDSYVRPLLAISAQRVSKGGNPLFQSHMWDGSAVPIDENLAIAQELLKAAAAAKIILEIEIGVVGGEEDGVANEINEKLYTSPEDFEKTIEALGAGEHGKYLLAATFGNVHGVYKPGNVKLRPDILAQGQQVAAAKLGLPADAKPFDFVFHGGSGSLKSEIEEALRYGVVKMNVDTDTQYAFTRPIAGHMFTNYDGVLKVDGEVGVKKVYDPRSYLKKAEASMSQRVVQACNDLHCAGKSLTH
FadD28 binding – M. tuberculosis FadD28 bisubstrate binding inhibition | AID 588549 | inhibition, % at 12.5 µM | 0.22% of 360,000 active | FadD28 bisubstrate probe binding, fluorescence polarization; in the data active means inhibition above about 8.5%, passing the limit was not always enough; inconclusive means no clear call, values can overlap the other calls
Active calls of the source: *; ? = inconclusive; nt = no result given; + = active, no number. Unless noted, no stated cut-off is given here; in the data, active means inhibition above about 30%; inconclusive means no clear call, values can overlap the other calls; inactive means below that.

SMILES | Anthrax LF inh2 | GDH-TPI counter | BoNT A protease | Mtb BioA inh | PfHsp40 rescue | UGM FP inh | BoNT F protease | FBA Mtb inh | FadD28 binding
CC1CC1C(=O)N1CCN(S(=O)(=O)c2cccc(F)c2)CC1 (stereo unspecified) | -0.4 | 2.4 | 2.5 | 0.4 | 0.4 | -0.5 | -12.9 | 0.0 | -4.7
COC(=O)c1csc2c(C(F)(F)F)cc(N3CCN(C(=O)Nc4ccccc4)CC3)nc12 | -0.2 | 10.3 | -0.1 | -5.6 | 0.8 | 0.0 | -7.4 | 8.4 | 0.6
CCCCn1c(SCc2nc3ccccc3s2)nc2cc(S(N)(=O)=O)ccc21 | 1.7 | -9.5 | 3.6 | 27.8 | 0.1 | 1.1 | -4.1 | 2.3 | -14.7
O=C(Oc1c(Br)cc(C(=S)N2CCOCC2)cc1Br)c1ccc(Cl)cc1 | -2.0 | -3.1 | -0.3 | 0.1 | 1.8 | 4.8 | 2.2 | 6.9 | -2.9
CC(=O)Nc1ccc(S(=O)(=O)c2ccc(C)cc2)cc1 | -1.5 | -4.8 | -0.9 | nt | -0.9 | -0.6 | -9.8 | 0.6 | -3.7
CCOC(=O)c1ccc(NC(=O)NC2CC3CCC(C2)N3)cc1 (stereo unspecified) | -3.3 | -11.0 | -0.2 | nt | -0.6 | 3.8 | -8.3 | 1.6 | -6.8
CCCn1c(N2CCN(CC(=O)NCc3cccs3)CC2)nc2ccccc21 | -2.7 | 0.9 | 0.9 | 10.7 | -0.3 | -0.8 | -6.3 | 1.5 | -1.5
Cc1ccc(N(C(=O)c2csnn2)C(C(=O)NC2CCCCC2)c2ccccn2)cc1C (stereo unspecified) | 2.6 | -7.0 | 0.8 | -0.7 | 1.0 | -0.4 | -0.2 | 0.1 | -1.9
O=C(CCN1C(=O)C2CCCCC2C1=O)Nc1ccc(OC(F)F)cc1 (stereo unspecified) | ? | -4.3 | ? | nt | nt | 0.5 | -22.9 | 3.2 | -1.8
Cc1cccc(C(=O)Oc2cc(C)[nH]c(=O)c2[N+](=O)[O-])c1 | -2.0 | 11.2 | -1.2 | 6.6 | -0.5 | -0.3 | -10.8 | -0.2 | -2.0
Cc1nn(C)cc1-c1csc(N)n1 | 0.3 | 1.8 | -0.3 | nt | 0.0 | 3.2 | -1.7 | -0.5 | -0.8
Cc1ccc(/C=N/Nc2cc(C)nc(NCc3ccccc3)n2)cc1 | -7.6 | 6.4 | -1.2 | nt | 0.0 | -0.8 | -12.0 | -0.1 | -6.7
COc1ccc(C(=O)/C=C/c2ccc(O)cc2)c2c1CC(O)C(C)(C)O2 (stereo unspecified) | -1.6 | 33.3* | 0.2 | 0.8 | 0.4 | nt | -6.5 | -0.7 | -6.1
CCSc1ccccc1C(=O)NCCc1ccccc1 | -1.3 | -1.9 | 0.3 | nt | 0.9 | 0.5 | -3.2 | 2.1 | -3.6
O=C1OC(c2ccccc2)=C/C1=C\N1CCOCC1 | -3.3 | -7.1 | 1.1 | -1.4 | -0.1 | 2.0 | 2.2 | -3.6 | -3.0
O=C(NC1CCCN(Cc2ccccc2F)C1)c1cccc(N2CCCC2=O)c1 (stereo unspecified) | -6.5 | 5.9 | -0.4 | 2.0 | 0.5 | -2.0 | 1.3 | 3.6 | -1.9
CC1CC(C)CN(S(=O)(=O)CCNC(=O)c2ccc3c(c2)OCO3)C1 (stereo unspecified) | nt | 5.9 | nt | -0.2 | -0.1 | 1.3 | nt | -0.8 | -2.5
CCC(=O)Nc1nc2ccc3sc(C)nc3c2s1 | 0.5 | 3.8 | 1.0 | nt | 1.5 | -0.1 | -2.4 | -0.2 | -1.6
CCC(C)NC(=O)c1c(N)n(Cc2ccc3c(c2)OCO3)c2nc3ccccc3nc12 (stereo unspecified) | 13.7 | 20.4 | 30.3* | -3.7 | 0.7 | 0.9 | -13.8 | 20.2 | 0.3
Cc1ccc(S(=O)(=O)NCc2ccccc2)s1 | 0.9 | 0.0 | 2.0 | -2.3 | 0.4 | -2.2 | 8.6 | 5.6 | 0.0
COc1ccc(CCN(C)C(=O)COc2cccc(-n3cnnn3)c2)cc1OC | 8.4 | -2.6 | -0.1 | -0.3 | 0.8 | 2.5 | -1.2 | -0.7 | -1.5
O=C(O)CC/C(=N\NC(=O)c1ccncc1)c1ccccc1 | 8.1 | 0.5 | -1.0 | -0.3 | 0.0 | 1.8 | -4.7 | 0.8 | -4.1
Cc1[nH]c2ccccc2c1C(=O)C(=O)NCCOc1ccccc1 | -3.8 | 6.9 | -0.4 | nt | -0.5 | 2.2 | -1.8 | -5.3 | -3.2
N/C(=N\OC(=O)c1ccccc1)c1ccncc1 | -2.4 | -1.3 | -1.3 | nt | -0.4 | 2.0 | -3.8 | 2.6 | -1.3
O=S(=O)(Nc1ccc(-c2nc3cccnc3s2)cc1)c1cc(F)ccc1F | -1.0 | 30.4 | -0.1 | nt | -0.2 | 1.7 | -8.8 | + | -3.6
COc1ccc(-n2cc(CNCCc3cnc[nH]3)c(-c3cccc(F)c3)n2)cc1 | -1.9 | 3.1 | -0.3 | nt | 0.5 | 0.3 | -12.8 | 17.3 | -3.5
Fc1ccc(Sc2nc(-c3ccccc3)nnc2C(F)(F)F)cc1 | 1.6 | -2.9 | 0.8 | 1.2 | -1.4 | -3.2 | 3.3 | -4.0 | -5.9
CCc1nnc(NC(=O)c2cc(C)nc3ccccc23)s1 | -1.6 | 4.9 | -0.3 | -2.1 | -1.5 | 2.3 | -1.5 | -2.3 | -5.5
CC(=O)c1cc2c(=O)c3cc(C)ccc3oc2nc1C | 2.9 | 8.4 | -0.6 | -1.2 | -0.9 | 2.5 | -3.1 | 4.9 | -3.1
COC(=O)c1sc(S(=O)(=O)NC(C)C(=O)O)c(C(=O)OC)c1C (stereo unspecified) | -6.4 | -3.8 | 0.5 | nt | -0.6 | -6.2 | 1.3 | 1.0 | -1.7
CCOC(=O)Cn1c(=O)c(C#N)cn(C(C)C)c1=O | nt | 1.5 | nt | -1.7 | nt | 4.2 | nt | 2.5 | -2.0
COc1cccc(Nc2nn3c(=O)c4ccccc4nc3s2)c1 | -2.8 | 14.7 | -0.5 | -1.1 | -1.1 | 1.3 | -1.1 | -0.3 | -3.5
O=C(CCc1nnc(CCCc2ccccc2)o1)NCCN1CCOC1=O | -2.1 | -1.3 | -0.2 | nt | -2.3 | 4.0 | -1.9 | -0.3 | -1.9
NC(=O)NCc1cccc(Cl)c1 | 2.3 | -1.6 | -0.5 | -1.6 | -0.7 | -1.5 | 10.3 | 1.1 | -0.8
Cc1cc(-c2nn(-c3ccccc3F)cc2CN2CCC(C(N)=O)CC2)c(C)s1 | -5.8 | 1.3 | -0.6 | nt | 1.2 | -0.8 | 3.3 | 5.2 | -3.2
O=C(CS(=O)(=O)Cc1ccccc1)Nc1nc2ccccc2s1 | ? | 15.6 | 0.8 | 0.0 | 0.0 | 3.6 | 12.2 | -0.7 | 0.2
O=C(O)c1ccc(CSc2nc(-c3ccc(Cl)cc3)cc(C(F)(F)F)n2)cc1 | -0.7 | 1.9 | -0.2 | nt | -1.0 | -0.8 | -1.6 | 21.9 | -1.2
O=C(O)c1cc(S(=O)(=O)N2CCCCC2)ccc1F | -2.0 | -5.6 | -2.9 | -1.7 | 1.1 | 3.6 | -4.1 | 2.3 | -2.1
O=S1(=O)CC2SC(=S)N(Cc3ccccc3)C2C1 (stereo unspecified) | -9.8 | 6.6 | 0.8 | -1.7 | nt | -2.2 | -0.3 | -3.3 | 0.6
CCOC1=C2[C@H](c3ccccc3)N(S(=O)(=O)c3ccc(C)cc3)[C@H](C(C)C)[C@H]2n2c(=O)n(-c3ccccc3)c(=O)n2C1 | 1.4 | nt | 0.8 | 1.6 | nt | nt | 5.2 | 1.1 | 0.1
COc1ccc(CN(C)C(=O)[C@H](Cc2ccccc2)NC(=O)c2ccco2)c(OC)c1 | -5.1 | -1.4 | 2.0 | nt | -0.1 | -1.0 | 5.7 | -0.4 | -3.3
O=C(COc1ccc(S(=O)(=O)N2CCOCC2)cc1Cl)N1CCOCC1 | 2.4 | 0.7 | 1.7 | 0.5 | 0.9 | -1.0 | 11.7 | 0.5 | -1.5
O=S(=O)(/N=C(/Nc1ccc(F)cc1F)c1ccc(Cl)cc1)c1ccccc1 | -3.4 | -3.1 | 0.5 | -0.6 | 20.8 | -0.3 | -2.8 | 0.3 | -0.8
O=[N+]([O-])c1cc2c(c(CSc3nnc4ccccn34)c1)OCOC2 | -0.6 | 3.0 | -0.8 | nt | -1.1 | 2.7 | -21.7 | 1.8 | -1.4
CCOc1ccc(S(=O)(=O)N2CCCCC2)cc1NC(=O)C1COc2ccccc2O1 (stereo unspecified) | -1.3 | -4.5 | -0.1 | 0.6 | 4.4 | -0.4 | -7.6 | -1.2 | -2.8
N#Cc1c(C(F)(F)F)cc(-c2cccs2)nc1SCC(=O)O | 11.1 | 36.7* | 0.4 | 1.8 | -1.5 | 1.7 | -3.4 | 2.4 | -1.4
O=C1C(=O)c2c(C(=O)c3ccccc3)coc2-c2ccccc21 | -3.6 | 4.9 | 1.8 | -9.1 | 8.1 | -1.0 | -4.5 | -4.8 | 0.2
CCc1cccc2c(C(=S)N3CCOCC3)c[nH]c12 | -0.2 | 3.5 | -0.3 | nt | 0.5 | -0.9 | -2.0 | -5.1 | 1.5
c1ccc(C2CC(c3ccccc3)n3ncnc3N2)cc1 (stereo unspecified) | 0.0 | -2.0 | 0.4 | 11.0 | 0.0 | -0.3 | 5.2 | -4.5 | -2.8
COc1cccc(-n2nnc3c(=O)n(Cc4ccccc4Cl)cnc32)c1 | -2.1 | 0.6 | -1.1 | nt | 3.1 | 0.6 | -5.6 | 1.1 | 0.5
O=C(COC(=O)/C=C/c1cccc([N+](=O)[O-])c1)NCc1ccc2c(c1)OCO2 | -5.1 | -1.9 | 0.2 | nt | -1.0 | 0.8 | -2.0 | 0.5 | -2.3
COC(=O)c1ccc(CSc2nc3ccc(S(N)(=O)=O)cc3[nH]2)cc1 | -1.9 | -7.7 | -0.6 | 1.3 | -0.7 | 3.0 | -3.1 | 1.0 | -5.4
CC(NC(=O)c1ccccc1)C(c1cccs1)N1CCOCC1 (stereo unspecified) | -2.7 | -0.7 | -0.5 | -0.8 | 1.7 | -0.8 | 4.1 | -2.0 | -3.8
Cc1ccc(C(=O)Nc2nnc(S(=O)(=O)N3CCN(c4ccc(F)cc4)CC3)s2)cc1 | -1.6 | 3.4 | 0.2 | -1.0 | -1.7 | 1.2 | 1.5 | 2.6 | 0.2
Cc1cc(C)c(C#N)c(SCc2ccc(C#N)cc2)n1 | -1.1 | 3.4 | -0.2 | -2.2 | 0.9 | -1.3 | -0.6 | 3.7 | -1.0
Cc1ccc(S(=O)(=O)NCC[C@@]2(C)C3CCC2(C)C(=O)C3)cc1 (stereo partly specified) | -3.1 | -9.5 | 0.5 | nt | -1.8 | 0.4 | -4.6 | -1.4 | -4.3
O=C(NC1CCCC1)C(c1ccccc1)N(Cc1ccc2c(c1)OCO2)C(=O)Cc1cccs1 (stereo unspecified) | 5.3 | 0.9 | 1.4 | -5.4 | -0.3 | 0.5 | 1.9 | 2.1 | -1.6
CCc1ccccc1NC(=O)C1CCCN1S(=O)(=O)c1ccc(-c2ccc(=O)[nH]n2)s1 (stereo unspecified) | -0.7 | 6.5 | -1.0 | -1.7 | -0.7 | 1.2 | 1.4 | 1.5 | -28.9
